Source: PubChem
Pf apPOL inh – Pf-apPOL inhibitors, biochemical, fluorescence. Plasmodium falciparum apicoplast DNA polymerase (apPOL). Recombinant Pf-apPOL, molecular beacon fluorescence, 1.5 h. inhibition, % at 10 µM. hit rate 0.25% among 210,000. AID 1794808, 2022
mHTT-CaM PPI inh – mutant huntingtin-calmodulin interaction inhibitors – biochemical, AlphaScreen, primary screen. AlphaScreen His-mHTT/GST-CaM binding, luminescence. hit rate 3.6% among 190,000. inhibition, % at 15 µM. P42858;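 further: 0% = both proteins with DMSO and 100% = one protein alone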
Target sequence (P42858 whole entry, looked up, stated change not applied): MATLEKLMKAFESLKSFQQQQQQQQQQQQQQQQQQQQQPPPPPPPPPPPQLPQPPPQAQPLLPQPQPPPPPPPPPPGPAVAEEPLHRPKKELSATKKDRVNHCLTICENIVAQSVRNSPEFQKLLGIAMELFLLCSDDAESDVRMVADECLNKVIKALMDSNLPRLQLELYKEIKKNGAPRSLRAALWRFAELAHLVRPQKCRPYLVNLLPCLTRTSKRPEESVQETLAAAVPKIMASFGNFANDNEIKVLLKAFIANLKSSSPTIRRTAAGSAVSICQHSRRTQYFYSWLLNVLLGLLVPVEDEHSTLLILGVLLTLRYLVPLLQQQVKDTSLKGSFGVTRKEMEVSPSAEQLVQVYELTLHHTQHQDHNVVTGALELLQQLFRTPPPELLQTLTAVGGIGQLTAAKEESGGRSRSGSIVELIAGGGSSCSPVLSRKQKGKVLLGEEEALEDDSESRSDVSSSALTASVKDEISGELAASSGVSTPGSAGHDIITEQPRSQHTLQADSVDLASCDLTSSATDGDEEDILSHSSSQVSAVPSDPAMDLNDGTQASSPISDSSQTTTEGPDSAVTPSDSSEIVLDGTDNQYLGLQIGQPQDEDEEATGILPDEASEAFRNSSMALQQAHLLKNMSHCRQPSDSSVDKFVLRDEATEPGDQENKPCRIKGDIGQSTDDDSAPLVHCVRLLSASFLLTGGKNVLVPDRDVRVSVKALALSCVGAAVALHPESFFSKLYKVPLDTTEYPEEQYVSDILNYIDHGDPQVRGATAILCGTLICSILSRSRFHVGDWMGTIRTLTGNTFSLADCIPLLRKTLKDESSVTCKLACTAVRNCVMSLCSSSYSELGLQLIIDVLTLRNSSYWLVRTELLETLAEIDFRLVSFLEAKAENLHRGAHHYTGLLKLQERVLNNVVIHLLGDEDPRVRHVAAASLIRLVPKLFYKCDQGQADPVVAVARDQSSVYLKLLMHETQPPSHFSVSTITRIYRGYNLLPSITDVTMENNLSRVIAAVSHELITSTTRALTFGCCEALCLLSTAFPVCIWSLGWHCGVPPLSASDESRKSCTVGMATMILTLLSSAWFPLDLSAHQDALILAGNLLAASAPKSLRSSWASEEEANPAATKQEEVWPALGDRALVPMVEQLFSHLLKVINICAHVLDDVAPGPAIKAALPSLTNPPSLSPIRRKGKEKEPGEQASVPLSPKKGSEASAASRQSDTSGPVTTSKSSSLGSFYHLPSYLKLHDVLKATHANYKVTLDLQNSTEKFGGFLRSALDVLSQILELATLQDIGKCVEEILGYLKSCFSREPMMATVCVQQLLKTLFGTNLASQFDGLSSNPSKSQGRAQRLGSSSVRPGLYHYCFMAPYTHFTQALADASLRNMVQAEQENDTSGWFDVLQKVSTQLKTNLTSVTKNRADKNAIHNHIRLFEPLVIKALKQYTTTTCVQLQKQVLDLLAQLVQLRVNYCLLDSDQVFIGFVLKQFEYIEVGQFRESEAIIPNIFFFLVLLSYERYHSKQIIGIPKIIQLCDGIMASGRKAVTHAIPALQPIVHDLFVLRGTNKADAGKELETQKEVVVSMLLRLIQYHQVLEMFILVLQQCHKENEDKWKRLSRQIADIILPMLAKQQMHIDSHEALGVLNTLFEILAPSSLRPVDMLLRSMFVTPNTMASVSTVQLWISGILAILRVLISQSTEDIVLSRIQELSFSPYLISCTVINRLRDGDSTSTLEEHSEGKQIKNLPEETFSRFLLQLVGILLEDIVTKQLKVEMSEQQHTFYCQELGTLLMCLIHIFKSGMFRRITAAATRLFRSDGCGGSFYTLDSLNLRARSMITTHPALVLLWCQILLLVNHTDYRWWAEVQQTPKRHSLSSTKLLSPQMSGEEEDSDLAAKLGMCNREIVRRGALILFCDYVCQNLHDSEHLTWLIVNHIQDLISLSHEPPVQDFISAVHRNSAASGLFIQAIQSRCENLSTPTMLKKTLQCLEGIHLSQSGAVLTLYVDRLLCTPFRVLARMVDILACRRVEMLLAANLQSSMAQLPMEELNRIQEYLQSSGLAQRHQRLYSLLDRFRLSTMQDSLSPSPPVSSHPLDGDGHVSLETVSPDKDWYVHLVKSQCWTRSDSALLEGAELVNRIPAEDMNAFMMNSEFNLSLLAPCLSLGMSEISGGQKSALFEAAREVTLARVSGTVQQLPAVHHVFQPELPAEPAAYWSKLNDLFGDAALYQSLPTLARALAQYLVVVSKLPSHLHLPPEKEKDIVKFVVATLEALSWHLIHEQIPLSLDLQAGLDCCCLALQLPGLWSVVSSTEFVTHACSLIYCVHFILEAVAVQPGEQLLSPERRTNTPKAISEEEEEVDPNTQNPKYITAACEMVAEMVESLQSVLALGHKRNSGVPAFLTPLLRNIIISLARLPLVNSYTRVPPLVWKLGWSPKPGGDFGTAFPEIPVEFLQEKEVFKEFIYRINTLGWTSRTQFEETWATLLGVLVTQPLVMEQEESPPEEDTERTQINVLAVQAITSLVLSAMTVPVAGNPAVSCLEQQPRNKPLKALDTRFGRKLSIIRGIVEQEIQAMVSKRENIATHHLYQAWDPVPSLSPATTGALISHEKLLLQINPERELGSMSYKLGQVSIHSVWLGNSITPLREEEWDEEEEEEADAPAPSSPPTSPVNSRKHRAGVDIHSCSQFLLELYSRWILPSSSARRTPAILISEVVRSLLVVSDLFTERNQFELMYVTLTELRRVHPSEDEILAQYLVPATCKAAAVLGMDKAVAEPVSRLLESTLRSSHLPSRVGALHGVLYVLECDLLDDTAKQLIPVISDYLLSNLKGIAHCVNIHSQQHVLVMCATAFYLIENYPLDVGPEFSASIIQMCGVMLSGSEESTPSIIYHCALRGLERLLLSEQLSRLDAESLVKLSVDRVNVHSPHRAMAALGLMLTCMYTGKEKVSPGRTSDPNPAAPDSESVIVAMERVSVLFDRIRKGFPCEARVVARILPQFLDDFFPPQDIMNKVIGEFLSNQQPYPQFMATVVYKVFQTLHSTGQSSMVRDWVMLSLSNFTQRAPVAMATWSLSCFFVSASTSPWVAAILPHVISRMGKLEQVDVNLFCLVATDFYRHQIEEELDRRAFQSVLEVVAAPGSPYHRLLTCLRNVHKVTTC
* hit, by the source's call; & = joins results of further samples. No stated cut-off is given here; in the data, active means inhibition above about 50%; inactive means the rest. Not all compounds are listed; rates above refer to the full screens.

Results for CC(C)CC(=O)N1CCc2ccccc21 ?
Pf apPOL inh: -5.2; mHTT-CaM PPI inh: 28.8

How did COc1ccc(S(=O)(=O)Nc2ccccc2C(N)=O)cc1OC do in these assays?
Pf apPOL inh: -2.6; mHTT-CaM PPI inh: 3.2

Results for COc1ccc(CNC(=O)C2(C)Oc3cccnc3N(C(C)C)C2=O)cc1OC (centres undefined) ?
Pf apPOL inh: -1.4; mHTT-CaM PPI inh: -3.2

How did COc1ccccc1N1CCN(C(=O)COc2ccc(Cl)cc2Cl)CC1 do in these assays?
Pf apPOL inh: -0.8; mHTT-CaM PPI inh: 31.8

What do the screens show for `C[C@@H](c1ccccc1)N1C[C@H](COCc2ccccc2)Oc2cc(N3CCC[C@H]3CO)ccc2S1(=O)=O`?
Pf apPOL inh: -6.7; mHTT-CaM PPI inh: 46.6

What do the screens show for `CCOC(=O)C(C#N)C1(c2c(C)[nH]n(-c3ccccc3)c2=O)C(=O)N(c2ccccc2)N=C1C` (centres undefined)?
Pf apPOL inh: 6.5

Results for CCc1nc(C)cn1S(=O)(=O)c1cc(C)c(OC)cc1C ?
Pf apPOL inh: -1.9; mHTT-CaM PPI inh: -1.5

Results for CCCN(CCC)Cc1cc(=O)oc2cc(OC)ccc12 ?
Pf apPOL inh: -2.0; mHTT-CaM PPI inh: -37.9

Results for COCCCNC(=O)c1c[nH]c2ccc(S(=O)(=O)N(C)c3cc(C)ccc3C)cc2c1=O ?
Pf apPOL inh: -6.7; mHTT-CaM PPI inh: 20.0

How did COc1ccc(C2CC(c3ccccc3Cl)=NN2C(=O)CN2CCOCC2)cc1 (centres undefined) do in these assays?
Pf apPOL inh: -2.1; mHTT-CaM PPI inh: 38.3

What do the screens show for `CCOc1ccc(S(=O)(=O)NCc2ccc(OC)cc2)c2cccnc12`?
Pf apPOL inh: -5.6; mHTT-CaM PPI inh: 0.0

Results for CCN(CC)c1ccc(N=Cc2ccc(N(CC)CC)cc2O)cc1 ?
Pf apPOL inh: -0.1; mHTT-CaM PPI inh: 11.0

Results for O=C1c2ccccc2NC2(C(=O)N(Cc3ccccc3F)c3ccccc32)N1c1ccccc1 (centres undefined) ?
Pf apPOL inh: -6.9; mHTT-CaM PPI inh: 15.0

How did O=C1CCCC2=C1C(c1ccc(O)cc1)c1c(nc(SCc3ccccc3F)[nH]c1=O)N2 (centres undefined) do in these assays?
Pf apPOL inh: -1.0; mHTT-CaM PPI inh: 31.0

How did O=Cc1cccc(OCc2ccc(F)cc2)c1 do in these assays?
Pf apPOL inh: 3.1; mHTT-CaM PPI inh: -52.7

How did COc1ccc(Br)cc1S(=O)(=O)NCc1ccccn1 do in these assays?
Pf apPOL inh: -2.5; mHTT-CaM PPI inh: -4.0

What do the screens show for `O=C(CCC1CCCN(C(=O)Nc2ccc(F)cc2)C1)NCCN1CCOCC1` (centres undefined)?
Pf apPOL inh: -5.2; mHTT-CaM PPI inh: -7.1

How did CCN(CC)C(=O)C1CCCN(Cc2cc(OC)c(OC)c(OC)c2)C1 (centres undefined) do in these assays?
Pf apPOL inh: 0.8; mHTT-CaM PPI inh: -6.3

What do the screens show for `O=C(CCC1CCCN(c2cc(NC3CC3)ncn2)C1)N1CCN(C2CCCCC2)CC1` (centres undefined)?
Pf apPOL inh: -1.9; mHTT-CaM PPI inh: 17.9

What do the screens show for `Cc1cc(NC(=O)CSc2nnc3ccc(-c4cccc([N+](=O)[O-])c4)nn23)on1`?
Pf apPOL inh: 6.3; mHTT-CaM PPI inh: -3.3

How did O=C(CCn1cnc2ccccc2c1=O)N1CCC(c2nnc(-c3ccc(F)cc3)o2)CC1 do in these assays?
Pf apPOL inh: -3.4; mHTT-CaM PPI inh: 2.2

How did COc1ccc(OCC(=O)Nc2ccc(Br)cc2F)cc1 do in these assays?
Pf apPOL inh: 0.4; mHTT-CaM PPI inh: -5.2

How did COc1ccccc1C(=O)N/C(=C\c1ccc([N+](=O)[O-])cc1)C(=O)Nc1ccc(F)cc1F do in these assays?
Pf apPOL inh: 3.1; mHTT-CaM PPI inh: 1.0

What do the screens show for `O=C(CC(c1ccccc1)c1ccccc1)N1CC(c2nc(-c3ccccc3)no2)C1`?
Pf apPOL inh: -4.1; mHTT-CaM PPI inh: -6.6

Results for COc1ccc(Cl)cc1NC(=O)CSc1ncccn1 ?
Pf apPOL inh: 9.1; mHTT-CaM PPI inh: -4.0

What do the screens show for `c1ccc(C2=NCCn3cccc32)cc1`?
Pf apPOL inh: -6.2; mHTT-CaM PPI inh: -4.3

What do the screens show for `c1cc(CSc2ncn[nH]2)cc(CSc2ncn[nH]2)c1`?
Pf apPOL inh: -2.1; mHTT-CaM PPI inh: 2.0

How did O=C(NC(=O)c1c(F)cccc1F)C(=O)Nc1ccc(Cl)cc1F do in these assays?
Pf apPOL inh: 2.4

What do the screens show for `Fc1ccc(Cn2cccc2-c2nc(-c3cccnc3)no2)cc1`?
Pf apPOL inh: -4.4; mHTT-CaM PPI inh: -0.4

What do the screens show for `CC(=O)N1CCN(c2nc3c(s2)CC(C(=O)NCc2ccc(C)o2)CC3)CC1` (centres undefined)?
Pf apPOL inh: 4.1; mHTT-CaM PPI inh: 21.0

Results for O=C(Nc1cc(Oc2cccnc2)cc([N+](=O)[O-])c1)c1sc2ccccc2c1Cl ?
Pf apPOL inh: 5.3; mHTT-CaM PPI inh: 12.0

How did CCCNC(=O)c1cn2ccnc(-c3ccc(F)cc3)c2n1 do in these assays?
Pf apPOL inh: 4.1; mHTT-CaM PPI inh: -2.5

Results for Cc1ccc2n1CCN(C(=O)Nc1ccccc1C(F)(F)F)C2C(C)C (centres undefined) ?
Pf apPOL inh: -0.8; mHTT-CaM PPI inh: -1.0

Results for CN1CCCN(Cc2ccc(F)cc2)CC1 ?
Pf apPOL inh: -13.8; mHTT-CaM PPI inh: 2.2

What do the screens show for `CCc1ccccc1NC(=O)C1CCCN(c2ncnc3c2nc2n3CCCCC2)C1` (centres undefined)?
Pf apPOL inh: -1.9; mHTT-CaM PPI inh: 24.6

Results for CCN(CC)c1ccc(NC(=O)CCS(=O)(=O)c2cccc3nsnc23)c(C)c1 ?
Pf apPOL inh: -2.2; mHTT-CaM PPI inh: 17.0

What do the screens show for `CCCN1CCC(=O)N([C@H](CSc2ccc(OC)cc2)c2ccccc2)CC1`?
Pf apPOL inh: -0.4; mHTT-CaM PPI inh: 29.1

Results for CC(=O)Nc1ccccc1OCCOc1ccccc1NC(C)=O ?
Pf apPOL inh: 0.5

How did O=c1[nH]nc2c3c(cccc13)-c1ccccc1-2 do in these assays?
Pf apPOL inh: -9.0; mHTT-CaM PPI inh: 6.1

Results for CC1(C)CCCC2=C1CC1C(=O)N(Cc3cccnc3)C(=O)C1C2 (centres undefined) ?
Pf apPOL inh: -1.9&-5.6; mHTT-CaM PPI inh: -1.0&-0.5

What do the screens show for `COc1ccc(CC(=O)Nc2cc(C)cc(C)c2)cc1`?
Pf apPOL inh: -3.5; mHTT-CaM PPI inh: -4.5

Results for O=C1C2C(c3ccccc3)OC3(C(=O)c4ccccc4C3=O)C2C(=O)N1c1ccccc1Cl (centres undefined) ?
Pf apPOL inh: 2.2; mHTT-CaM PPI inh: 3.0

How did CCN(CC)CCN(C)Cc1cc(OC)c(OC)cc1OC do in these assays?
Pf apPOL inh: 2.6; mHTT-CaM PPI inh: 3.4

Results for O=S(=O)(c1cccs1)N1CCC2(C1)Nc1cccnc1NC2=NC1CCCC1 (centres undefined) ?
Pf apPOL inh: -4.2; mHTT-CaM PPI inh: 9.3

Results for O=C1C(=O)N(CCCCN2C(=O)C(=O)c3ccccc32)c2ccccc21 ?
Pf apPOL inh: 1.5; mHTT-CaM PPI inh: 7.0

What do the screens show for `Cc1cccc(NC(=O)c2ccccc2NC(=O)c2ccccc2)n1`?
Pf apPOL inh: 1.0; mHTT-CaM PPI inh: 2.9

What do the screens show for `CCc1nnc(SCC(=O)Nc2ccccc2Cl)nc1CC`?
Pf apPOL inh: 1.9; mHTT-CaM PPI inh: -3.0

How did COc1ccc(OC)c(N(CC(=O)O)S(=O)(=O)c2ccc(C)cc2)c1 do in these assays?
Pf apPOL inh: -2.1; mHTT-CaM PPI inh: -1.9

What do the screens show for `O=C(NC1CCCC1)c1cccc(S(=O)(=O)N2CCc3ccccc3C2)c1`?
Pf apPOL inh: -5.5; mHTT-CaM PPI inh: 2.0

Results for COc1ccccc1NC(=O)c1nc(-c2cnccn2)no1 ?
Pf apPOL inh: -0.5; mHTT-CaM PPI inh: -7.5

What do the screens show for `COc1ccc([N+](=O)[O-])cc1NC(=O)c1ccc(C(C)C)cc1`?
Pf apPOL inh: -1.9; mHTT-CaM PPI inh: -2.4

What do the screens show for `Cc1nccn1CCNC(=O)c1ccco1`?
Pf apPOL inh: 0.7; mHTT-CaM PPI inh: -19.1

How did CC12CC(NC(=O)N1c1ccc(Br)cc1)c1cc(Cl)ccc1O2 (centres undefined) do in these assays?
Pf apPOL inh: -4.7; mHTT-CaM PPI inh: 16.0

Results for CC(C)COC(=O)C1C2C=CC3(CN(CC(C)C)C(=O)C13)O2 (centres undefined) ?
Pf apPOL inh: -2.8; mHTT-CaM PPI inh: -9.5

Results for CN(C)c1ccc(/C=C2\Cc3ccccc3C2=O)cc1 ?
Pf apPOL inh: -6.1; mHTT-CaM PPI inh: -72.0

How did Cc1ccc(NC(=O)COc2cc(C)nc(N3CCCC(C)C3)n2)cc1 (centres undefined) do in these assays?
Pf apPOL inh: 0.2; mHTT-CaM PPI inh: -7.9

What do the screens show for `Cc1ccc(C2CCCN2C(=O)NCC(C)C)cc1` (centres undefined)?
Pf apPOL inh: -2.3; mHTT-CaM PPI inh: -3.4

Results for COc1cccc(N=Cc2cc([N+](=O)[O-])cc(OC)c2O)c1 ?
Pf apPOL inh: 8.2; mHTT-CaM PPI inh: 76.0*

How did CC(=O)c1c(C)nn2c3ccccc3n(CCN3CCOCC3)c12 do in these assays?
Pf apPOL inh: -0.5; mHTT-CaM PPI inh: -2.2

What do the screens show for `O=C(Cc1cccc(F)c1)N1CCC(Oc2cccc(F)c2)CC1`?
Pf apPOL inh: -3.9; mHTT-CaM PPI inh: 41.7

Results for Cc1cc(=O)[nH]c(SCC(=O)Nc2cccc(C)c2C)n1 ?
Pf apPOL inh: -1.0; mHTT-CaM PPI inh: 0.4

Results for Cc1cccc(-n2ncc3c(NC4CCCCC4)ncnc32)c1 ?
Pf apPOL inh: -2.7; mHTT-CaM PPI inh: 11.0

Results for CCC(CC)C(=O)NCc1ccccc1OC ?
Pf apPOL inh: -0.8; mHTT-CaM PPI inh: -1.2

What do the screens show for `N[C@H](CO)C(=O)O`?
Pf apPOL inh: -6.1

What do the screens show for `Cc1ccccc1N(CC(=O)NCC1CCCO1)S(C)(=O)=O` (centres undefined)?
Pf apPOL inh: -5.3; mHTT-CaM PPI inh: -3.6

How did Cn1c(=O)[nH]c(=O)c2c1nc(N1CCOCC1)n2CCSc1ncccn1 do in these assays?
Pf apPOL inh: -4.2; mHTT-CaM PPI inh: -1.0

What do the screens show for `Cc1ccc(CN2CCCn3nc(C(=O)NCc4ccc(F)cc4)cc3C2=O)cc1`?
Pf apPOL inh: -2.7; mHTT-CaM PPI inh: 4.8

How did CC(C)(C)NS(=O)(=O)c1ccccc1Cl do in these assays?
Pf apPOL inh: -3.2; mHTT-CaM PPI inh: -12.2

What do the screens show for `NC(=O)CSc1oc(-c2ccco2)nc1S(=O)(=O)c1ccccc1`?
Pf apPOL inh: -3.9; mHTT-CaM PPI inh: 6.0

Results for CC(C)c1ccc(NC(=O)c2ccc(Cl)cc2[N+](=O)[O-])cc1 ?
Pf apPOL inh: -4.2; mHTT-CaM PPI inh: 8.4

Results for CCCC(=O)Nc1cccc(-c2nc3ccccc3o2)c1C ?
Pf apPOL inh: 2.3; mHTT-CaM PPI inh: 0.6

How did O=C(Nc1ccc(Br)cn1)c1cc2n(n1)C(C(F)(F)F)CC(c1cccs1)N2 (centres undefined) do in these assays?
Pf apPOL inh: -3.2; mHTT-CaM PPI inh: -2.0

What do the screens show for `Oc1oc(-c2ccccc2F)nc1C=Nc1ccc(Br)cc1`?
Pf apPOL inh: 0.2; mHTT-CaM PPI inh: -2.0

How did O=C(Nc1ccccc1C(F)(F)F)N1CCc2nc[nH]c2C1 do in these assays?
Pf apPOL inh: -3.3; mHTT-CaM PPI inh: -9.1

Results for CSc1cccc(NC(=O)N2CCc3c(c(-c4nc(C5CC5)no4)nn3C)C2)c1 ?
Pf apPOL inh: -6.4; mHTT-CaM PPI inh: 52.1*

How did Cc1oc(C2CCN(C(=O)c3ccc(F)c(F)c3)CC2)nc1C(=O)N1CCCC1 do in these assays?
Pf apPOL inh: -2.1; mHTT-CaM PPI inh: -9.4

Results for CCc1ccccc1NC(=O)c1c(C)nn(-c2ccccc2)c1Cl ?
Pf apPOL inh: 1.9; mHTT-CaM PPI inh: -12.0

What do the screens show for `COCCCN=C1NC(=O)C(CC(=O)Nc2ccc(Cl)cc2)S1` (centres undefined)?
Pf apPOL inh: -7.6
